Assay outcomes from PubChem.
TDP1 cell noCPT – qHTS for Inhibitors of human tyrosyl-DNA phosphodiesterase 1 (TDP1): qHTS in cells in absence of CPT. DT40 Tdp1-/- hTDP1 cells, no CPT, ATP luminescence, 48 h. Potency, µM (top dose mostly 46.2 µM), without a hit: top-dose activity change, negative = growth inhibition, hits mostly inhibitors. 15% of 420,000 active. AID 686978, 2013; note: nearly all actives have a fitted effect of over 55% in size
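DT40 Tdp1-/-;hTDP1 cells, no CPT (DMSO vehicle only), 400 cells/well; compounds pin-transferred; ≥48 hr, 37 °C; CellTiter-Glo 30 min RT dark, luminescence read.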
DT40 TDP1 CPT – growth inhibition of DT40 Tdp1-/-;hTDP1 cells with camptothecin (screen for TDP1 inhibitors); Potency, µM (doses to about 46.2 µM), for inactives: at the highest dose activity change, negative = growth inhibition, actives largely listed as inhibitors; AID 686979; chicken DT40 Tdp1-/-;hTDP1 cells + 20 nM CPT, ATP luminescence, 48 h; 12% of 420,000 active; note: nearly all actives have a fitted effect of over 55% in size
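Chicken DT40 Tdp1-/- cells stably complemented with human TDP1 were seeded at 400 cells/well in medium containing 20 nM camptothecin, exposed to pin-transferred compounds, and grown at 37 °C for at least 48 hr. Viability was read as ATP luminescence.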
GCN5L2 inh – inhibitors of human GCN5L2 histone acetyltransferase. Q92830. GCN5L2 HAT assay, ThioGlo1 CoA-SH fluorescence. 0.21% of 390,000 active. AID 504327. Potency, µM (top dose mostly 58.9 µM), inactives show at the highest dose activity change, negative = inhibition, usual class: inhibitors
Target sequence (Q92830 whole entry, looked up): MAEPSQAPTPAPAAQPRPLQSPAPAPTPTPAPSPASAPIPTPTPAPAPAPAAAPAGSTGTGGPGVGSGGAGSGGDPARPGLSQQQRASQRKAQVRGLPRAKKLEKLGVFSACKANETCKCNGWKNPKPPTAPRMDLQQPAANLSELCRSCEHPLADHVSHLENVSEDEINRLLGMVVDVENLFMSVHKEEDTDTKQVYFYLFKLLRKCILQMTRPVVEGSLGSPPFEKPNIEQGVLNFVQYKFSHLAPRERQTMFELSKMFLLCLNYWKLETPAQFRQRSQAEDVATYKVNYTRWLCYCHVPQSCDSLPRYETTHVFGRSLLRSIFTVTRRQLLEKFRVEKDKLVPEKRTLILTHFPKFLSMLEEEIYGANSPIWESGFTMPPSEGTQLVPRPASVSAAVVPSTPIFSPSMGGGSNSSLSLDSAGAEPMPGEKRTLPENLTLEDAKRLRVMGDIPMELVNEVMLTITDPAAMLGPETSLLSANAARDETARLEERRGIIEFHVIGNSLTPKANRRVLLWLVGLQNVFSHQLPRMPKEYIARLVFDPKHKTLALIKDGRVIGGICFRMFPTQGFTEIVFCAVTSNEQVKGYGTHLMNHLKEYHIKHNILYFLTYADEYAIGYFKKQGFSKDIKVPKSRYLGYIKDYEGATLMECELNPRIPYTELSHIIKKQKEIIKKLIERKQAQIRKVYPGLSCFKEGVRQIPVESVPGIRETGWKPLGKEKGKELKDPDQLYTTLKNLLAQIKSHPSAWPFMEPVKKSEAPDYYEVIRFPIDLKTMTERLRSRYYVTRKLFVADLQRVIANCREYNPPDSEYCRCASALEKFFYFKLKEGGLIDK
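Compounds, pin-transferred from DMSO stocks, meet 20nM GCN5L2 for 15 min before the reaction begins with H3(1-25) peptide (75uM) and acetyl-CoA (70uM). Thiol-reactive ThioGlo1 reports CoA release over 20 min at room temperature.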
An asterisk follows results filed as active; ? = inconclusive; · = not tested or not shown; & = joins results of further samples. Calls come from the whole dose curve; as a rule, active = well fitted curve in the direction sought with a large enough effect; inconclusive = small, poorly fitted or top-dose-only effect, or another doubt; inactive = no such curve, though single readings can be large; an effect the other way counts as inactive or inconclusive. % is set by controls: 0 for no effect and ±100 for the full control effect; potency is the fitted concentration of half-maximal effect.

SMILES | TDP1 cell noCPT | DT40 TDP1 CPT | GCN5L2 inh
COc1ccc(C(=O)NC2CCCc3c2cnn3-c2ccccc2F)o1 (stereo not given) | ? | -29% | 2%
Cc1ccnc(NC(=O)Cc2ccc([N+](=O)[O-])cc2)c1 | -18% | 18% | -2%
COc1cc(F)c(C2=CC(=O)C[C@H](c3ccc4c(c3)OCO4)C2)cc1F | -27% | -12% | -13%
CCOc1ccc(NS(=O)(=O)c2ccc(C(=O)NCC3CCCO3)cc2)cc1 (stereo not given) | ? | -27% | ·
COc1ccc(NC(=O)N2CCN(Cc3nc4ccc(C)cc4o3)CC2)cc1OC | -7% | -14% | -1%
O[C@H]1CN(CC2CCCCC2)[C@@H](c2ccc(Cl)cc2)C[C@@H]1n1cc(-c2ccc(F)cc2)nn1 | 21µM* | ? | ·
CC(=O)c1ccc(NC(=O)CSc2nnc(Cn3cnc4ccccc43)o2)cc1 | 2% | 16% | 21%
COc1ccc(S(=O)(=O)CCC(=O)Nc2ccc(OC)cc2OC)cc1 | -4% | -18% | -2%
COCC(=O)Nc1ccc(OC)c(Cl)c1 | 3% | -3% | -4%
COc1ccc(C(C)N(C)Cc2nc(N3CCN(C(=O)c4ccco4)CC3)c3ccccc3n2)cc1 (stereo not given) | ? | ? | ·
COc1ccc(C)cc1NC(=O)c1cc2c(s1)CCC2 | ? | -29% | -7%
O=C(COC(=O)Cc1ccc2c(c1)OCCO2)Nc1ccc(S(=O)(=O)N2CCCC2)cc1 | -11% | 8% | 0%
OC(CNC1CCCC1)COc1ccc(-c2ccccc2)cc1 (stereo not given) | ? | ? | -8%
CCN(C(=O)c1cccc(S(=O)(=O)N2CCc3ccccc32)c1)C1CCS(=O)(=O)C1 (stereo not given) | ? | ? | -4%
CCCCCC[C@@H]([C@@H](C)O)n1cnc2c(N)ncnc21 | ? | ? | 5%&-5%&3%&-16%
CCCOc1ccc(C2C(=O)N(C3CCCCCC3)CC(=O)N2C(C)C)cc1OC (stereo not given) | ? | ? | -2%
CSc1ncccc1C(=O)OCC(=O)c1cccs1 | -7% | 2% | 0%
O=[N+]([O-])c1c(Nc2ccccc2O)cc(Cl)c2nonc12 | 3.7µM* | 4.6µM* | -28%
Cc1[nH]c(=S)[nH]c(=O)c1Cc1c(O)ccc2ccccc12 | ? | 3% | ·
O=C(O)C1CC(C2CCCCN2)CN2CCCCC12 (stereo not given) | 3% | -2% | -5%

Quoted at random: 4 compounds from above
SMILES | TDP1 cell noCPT | DT40 TDP1 CPT | GCN5L2 inh
CCCCCC[C@@H]([C@@H](C)O)n1cnc2c(N)ncnc21 | ? | ? | 5%&-5%&3%&-16%
Cc1[nH]c(=S)[nH]c(=O)c1Cc1c(O)ccc2ccccc12 | ? | 3% | ·
CSc1ncccc1C(=O)OCC(=O)c1cccs1 | -7% | 2% | 0%
O=[N+]([O-])c1c(Nc2ccccc2O)cc(Cl)c2nonc12 | 3.7µM* | 4.6µM* | -28%

Later entries
SMILES | TDP1 cell noCPT | DT40 TDP1 CPT | GCN5L2 inh
O=C(NCc1ccco1)Nc1ccc2nsnc2c1 | 15µM* | 18µM* | -21%
O=C(c1ccc(Cn2cc(Cl)cn2)cc1)N1CCN(c2ccccc2)CC1 | ? | -23% | ·
Cc1ccc2c(=O)cc(C(=O)Nc3ccc(S(=O)(=O)N4CCCCCC4)cc3)oc2c1C | 15µM* | ? | -7%
COC(CNC(=O)c1c[nH]c2ccc(S(=O)(=O)N3CCOCC3)cc2c1=O)OC | -4% | -1% | -10%
C[C@@H](C1[C@@H](O)CC2C3C=CC4C[C@@H](O)CC[C@]4(C)[C@H]3CC[C@@]21C)[C@@H]1CCCCN1 (stereo not given in full) | 1.2µM* | 1.6µM* | ·
CCOc1cc2c(c3c1C(c1ccccc1)N(S(=O)(=O)c1ccc(C)cc1)C3)C(=O)C=CC2=O (stereo not given) | 0.58µM* | 0.52µM* | ·
Cc1ccc(C(=O)N/C(=C\c2ccco2)C(=O)NCCN2CCOCC2)cc1C | 0% | 3% | -3%
CCCC(=O)Nc1ccc(NC(=O)Cc2ccccc2)cn1 | 1% | -4% | 3%
CCOC(=O)c1c(C)c(-c2ccccc2)n(CC(=O)NCCC(C)C)c1C | 10µM* | ? | 0%
CN(NC1OC(=O)c2ccccc21)c1ccc(Cl)cc1[N+](=O)[O-] (stereo not given) | 5% | 2% | -13%

One compound at a time, from the list above.
CCOC(=O)c1c(C)c(-c2ccccc2)n(CC(=O)NCCC(C)C)c1C in the list: TDP1 cell noCPT = 10µM*; DT40 TDP1 CPT = ?; GCN5L2 inh = 0%
CN(NC1OC(=O)c2ccccc21)c1ccc(Cl)cc1[N+](=O)[O-] (stereo not given) in the list: TDP1 cell noCPT = 5%; DT40 TDP1 CPT = 2%; GCN5L2 inh = -13%

Additional structures:
SMILES | TDP1 cell noCPT | DT40 TDP1 CPT | GCN5L2 inh
Fc1cccc(NCc2ccoc2)c1 | 1% | 4% | 1%
Cc1noc(C)c1-c1nc(Nc2ccccc2)c2ccccc2n1 | 1% | 8% | -10%
CCCCOC(=O)c1ccc(NC(c2ccc(C)cc2)P(=O)(OC)OC)cc1 (stereo not given) | ? | ? | -5%
CN(C)c1ccc(/C=C2\C=Cc3ccccc32)c(F)c1 | ? | ? | ·
CCCS(=O)(=O)N1CCC(C(=O)N2CCCC2)CC1 | 0% | 1% | 3%
COc1cccc(NC(=O)Cn2nc(-c3ccncc3)ccc2=O)c1 | 0% | -1% | -17%
Nc1ccc(-c2cc(N)n(-c3ccccc3)n2)cc1 | -6% | -21% | -3%
COc1ccc(N2C(=O)c3ccc(C(=O)Nc4cc(OC)ccc4OC)cc3C2=O)cc1 | -15% | 1% | -7%
CSCCC(NC(=O)c1ccco1)C(=O)N1CCN(Cc2ccccc2)CC1 (stereo not given) | -18% | 1% | -5%
CCCCN1CCCc2cc(CN(CCCN3CCOCC3)C(=O)Nc3ccc(CC)cc3)ccc21 | 21µM* | ? | -7%

Among those listed so far, these have an NH in an aromatic ring:
SMILES | TDP1 cell noCPT | DT40 TDP1 CPT | GCN5L2 inh
Cc1[nH]c(=S)[nH]c(=O)c1Cc1c(O)ccc2ccccc12 | ? | 3% | ·
COC(CNC(=O)c1c[nH]c2ccc(S(=O)(=O)N3CCOCC3)cc2c1=O)OC | -4% | -1% | -10%

Next entries
SMILES | TDP1 cell noCPT | DT40 TDP1 CPT | GCN5L2 inh
COc1ccccc1Cc1nc2ccccc2nc1SCC(=O)NCc1ccc(F)cc1 | -4% | -1% | 1%
Cn1c(CN2CCCCC2)nc2cc(NC(=O)c3ccccc3)ccc21 | -25% | ? | -19%
CN(C1=NC(=O)C(CC(=O)O)S1)c1ccc(O)cc1 (stereo not given) | -15% | 15% | 4%
CCOc1ccc(NC(=O)CCCOc2cc(=O)n(C)c3ccccc23)cc1 | ? | 11%&-27% | -4%&-7%
CC(C)NC(=O)c1ccccc1NC(=O)C1COc2ccccc2O1 (stereo not given) | 21µM* | ? | -8%
O=c1c(O)c(-c2ccc(O)c(O)c2)oc2c(OC3OC(CO)C(O)C(O)C3O)c(O)cc(O)c12 (stereo not given) | -26% | ? | -19%
CC(=O)Nc1ccc(C(C#N)c2ccccc2)cc1 (stereo not given) | -12% | -16% | -1%
COc1ccc(-c2nc3ccccc3o2)cc1NC(=O)c1cccc2c(Cl)cccc12 | 0% | -17% | -6%
COc1ccc(C(=O)c2sc3nc4c(c(C(F)(F)F)c3c2N)CN(C(C)=O)CC4)cc1OC | 16µM* | 18µM* | -9%
CC(=O)c1ccc(COC(=O)c2cc3ccccc3oc2=O)cc1 | 22% | 14% | 2%
CC1CCC(=O)N(CCSc2ccccc2)CC1 (stereo not given) | ? | -19%&-27% | 1%
COc1cc(S(=O)(=O)N2CC(=O)Nc3ccccc32)ccc1NC(C)=O | -3% | 11% | -3%
COC(=O)c1c(C)[nH]c(C(=O)OCC(=O)N2c3ccccc3NC(=O)C2(C)C)c1C | ? | -28% | 4%
COc1ccc(NC(=O)C2=C(C)NC(=O)NC2c2cccc(OC)c2OC)c(OC)c1 (stereo not given) | ? | 0% | 0%
CN(C)S(=O)(=O)c1cccc(C(=O)Nc2cc(Cl)cc(Cl)c2)c1 | 18µM* | ? | -1%
Cc1ccc(-c2nnc3sc(C4COc5ccccc5O4)nn23)cc1 (stereo not given) | 23µM* | ? | -3%
Fc1ccc2nc(Nc3nc4cc5c(cc4s3)OCCO5)sc2c1 | ? | 16µM* | -3%
C[C@H]1COc2cc(N3CC[C@H](O)C3)ccc2S(=O)(=O)N1 | -23% | 0% | ·
Cc1cc(C(=O)COC(=O)c2ccc3c(c2)OCO3)c(C)n1CC1CCCO1 (stereo not given) | -14% | 9% | -7%
O=[N+]([O-])c1cccc2nc3ccccc3c(NCCCn3ccnc3[N+](=O)[O-])c12 | 0.18µM* | 0.15µM* | ·
O=C1N=C(N2CCOCC2)S/C1=C\c1ccc(-c2ccccc2Cl)o1 | ? | -22% | 0%
COc1cccc(N2[C@@H](CC(C)=O)c3ccc(/C=C/C(C)=O)cc3S2(=O)=O)c1 | 5.2µM* | 5.2µM* | ·
COc1ccc(CCN2C(=O)c3[nH]nc(-c4ccccc4O)c3C2c2ccccc2)cc1 (stereo not given) | 5.8µM* | 5.2µM* | -5%
CCOC(=O)C1CCCN(C(=O)c2ccc(-n3ccc4ccccc43)s2)C1 (stereo not given) | ? | 18µM* | -23%
CCOC(=O)NC(=O)C(/C=N/c1sccc1C(=O)OC)=C(\C)O | -44% | ? | -12%
COc1cccc(-c2nnc(SC(C(=O)c3c[nH]c4ccccc34)c3ccccc3)n2C)c1 (stereo not given) | ? | 23µM* | 2%
CC(=O)c1ccc(N2CCN(C(=O)COc3ccccc3F)CC2)c(F)c1 | 23µM* | ? | -3%
COc1ccccc1N1CCN(C(=O)C2CCN(C(=O)c3ccccc3C)CC2)CC1 | ? | -6% | -2%
Cc1cc(C)c2nc(C(F)(F)F)nc(NCCCN3CCCC3=O)c2c1 | -29% | -22% | -7%
CCCCn1cnc2cc(NCc3ccncc3)ccc21 | -26% | -20% | ?
Cc1oc2ncn(CC(C)C)c(=O)c2c1C(=O)Nc1ccc(Cl)cn1 | ? | ? | -4%
COc1ccc(OC)c(-c2ccnc(-n3ncc(C(=O)N(C)CCO)c3C3CC3)n2)c1 | -3% | -1% | ·
CCOC(=O)C1CCN(C(=O)CN2C(=O)COc3ccc(C(C)(C)C)cc32)CC1 | ? | -12% | -1%
NNC(=O)c1ccc(N2CCCCCC2)c([N+](=O)[O-])c1 | 2% | -3% | -2%
Cc1ccc(Nc2nc(NCc3ccco3)c3ccccc3n2)cc1 | 2.6µM* | 2.6µM* | -10%
CCOc1ccc(CC(=O)N/N=C(\C)c2cccnc2)cc1OCC | 1% | -22% | ?

An excerpt of these results, comma-delimited:
canonical_smiles,TDP1 cell noCPT,DT40 TDP1 CPT,GCN5L2 inh
CCOC(=O)C1CCN(C(=O)CN2C(=O)COc3ccc(C(C)(C)C)cc32)CC1,?,-12%,-1%
NNC(=O)c1ccc(N2CCCCCC2)c([N+](=O)[O-])c1,2%,-3%,-2%
Cc1ccc(Nc2nc(NCc3ccco3)c3ccccc3n2)cc1,2.6µM*,2.6µM*,-10%
